# High-throughput results deposited in PubChem by several laboratories.
# GalR3 antag = GalR3 antagonists in HEK293 cells, primary screen, cell-based, fluorescence readout; Galanin receptor type 3 (Homo sapiens), O60755; HEK293 GalR3-CNG cAMP membrane potential fluorescence; galR3 body fused to GalR1 C-terminus; inhibition, % at 3 µM; 0.44% of 360,000 active; AID 651719, 2012;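 active = inhibition above the screen-wide average plus 3 SD, cut at about 13% in these data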;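 note: forskolin and galanin both at EC90 stimulate the cells; cAMP rise reported by CNG channel membrane potential dye signal; 0% = forskolin plus galanin with DMSO and 100% = forskolin alone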
# Target sequence (O60755 1-299 limits assumed): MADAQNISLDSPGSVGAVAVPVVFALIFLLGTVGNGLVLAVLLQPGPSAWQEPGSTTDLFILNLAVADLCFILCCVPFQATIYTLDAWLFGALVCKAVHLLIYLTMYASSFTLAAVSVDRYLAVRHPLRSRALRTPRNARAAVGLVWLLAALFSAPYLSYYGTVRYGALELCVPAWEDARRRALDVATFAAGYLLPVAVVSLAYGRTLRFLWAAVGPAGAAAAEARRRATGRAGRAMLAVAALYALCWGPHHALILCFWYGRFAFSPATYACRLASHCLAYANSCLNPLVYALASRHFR
# CRFR2-BP antag = antagonists of CRF-BP/CRF-R2 complex, primary screen, cell-based, HEK293, calcium dye fluorescence, uHTS; CRF-induced calcium fluorescence; inhibition, % at 11.8 µM; 0.59% of 350,000 active; AID 588475, 2011;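 active = inhibition of the ligand-induced calcium signal above about 50% at the single tested concentration, limit read from the data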
# IDE cell activ = human IDE activators in live cells, primary screen, fluorescence polarization, HEK cells, FAbeta-B substrate; 0.073% of 340,000 active; AID 493087, 2011; activation, % at 5.96 µM; FAbeta-B cleavage; 0% vehicle, 100% cell-free pure enzyme wells; Insulin-degrading enzyme (Homo sapiens), P14735;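 active = activation above the mean of all tested compounds plus 3 SD, set per screening campaign, cut at about 17% in these data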
# An asterisk follows results filed as active.
CRFR2-BP antag,GalR3 antag,IDE cell activ,SMILES
-4,-2,4,CN(C(=O)c1ccccc1C(=O)OCC(=O)c1ccc(F)c(F)c1)C1CCCCC1
26,4,3,Cc1cc(=O)n(C(C)c2ccccc2)n1C(C)c1ccccc1 (configuration not stated)
-33,-7,5,Cc1ccc(S(=O)(=O)Nc2cc(C)cc(CCNC=O)c2C)cc1
9,-6,-1,O=C(COC(=O)c1cccs1)NCCc1ccc(F)cc1
-13,-5,4,COC(=O)c1cc2ccccc2c([N+](=O)[O-])c1O
22,-6,7,Cc1ccc(C2OCC(C)([N+](=O)[O-])CO2)cc1 (configuration not stated)
-12,-7,3,O=C(NCCCCc1ccccc1)NC[C@@H]1CC[C@@H](Cc2ccc(-c3ccccc3)cc2)O1
-9,-4,2,CCOC(=O)C1C(C(=O)OC)=C(C2=CCCCC2)c2ccccc2N1S(=O)(=O)C(F)(F)F (configuration not stated)
-22,0,1,CC(=Nc1ccccc1)C1=C(O)C(Cc2ccccc2)NC1=O (configuration not stated)
7,5,1,CCCn1cnc2c(SCc3ccccc3)nc(N)nc21
-4,-2,2,COc1ccc(CCc2ccc3cc(OC)ccc3n2)cc1
17,-1,-3,CCCCN(C(=O)C1CSC2(C)CCC(=O)N12)c1c(N)n(Cc2ccccc2)c(=O)[nH]c1=O (configuration not stated)
12,-6,4,c1cnc2nc3c4ccccc4c4ccccc4c3nc2c1
-2,0,7,Cc1ccccc1C(N)=O
-7,-6,-3,O=C1CCC[C@@H]2CC(Nc3ccc(F)cc3F)C[C@@H]3CCN1[C@H]23 (some centres not stated)
-7,-3,14,CCCCCCCCCCCCCCCC[N+](C)(C)Cc1ccc(F)cc1
-107,-6,-59,CC(C)CC(=NNC(=O)c1ccncc1)c1cc(Cl)ccc1O
15,-1,0,Cc1csc(=O)n1CC(=O)OC(C)C(=O)Nc1ccc(N(C)C)cc1 (configuration not stated)
1,-3,4,COc1cc2c(cc1OC)NC(=O)C2
-17,-9,1,CN1CCC[C@@H]1CCO[C@](C)(c1ccccc1)c1ccc(Cl)cc1

# By substructure, those above with a nitro group on carbon
CRFR2-BP antag,GalR3 antag,IDE cell activ,SMILES
-13,-5,4,COC(=O)c1cc2ccccc2c([N+](=O)[O-])c1O
22,-6,7,Cc1ccc(C2OCC(C)([N+](=O)[O-])CO2)cc1 (configuration not stated)

# The results go on:
CRFR2-BP antag,GalR3 antag,IDE cell activ,SMILES
-23,-2,9,COc1ccc(C2/C(=C(/O)c3cnn(-c4ccccc4)c3C)C(=O)C(=O)N2CCN(C)C)cc1OC (configuration not stated)
16,-2,-3,Cc1cccc(C(C(C(=O)c2ccccc2)N2CCOCC2)N2CCOCC2)c1 (configuration not stated)
9,-6,-1,N#CC1(Nc2ccc([N+](=O)[O-])cc2)CCCC1
-11,-4,2,O=C(COC(=O)c1ccc(Cl)c(S(=O)(=O)N2CCCCC2)c1)NCCc1ccccc1
15,1,2,O=c1[nH]cnc2c1ncn2C1OC(CO)C(O)C1O (configuration not stated)
2,-4,-1,O=C(Nc1ccccc1)OCCOc1ccc(Cl)cc1Cl
-4,-6,4,Cc1cc(C)c(C)c(S(=O)(=O)N2CCC(C(=O)N(C)Cc3nc4ccccc4c(=O)[nH]3)CC2)c1C
43,-5,0,CC(=O)Nc1cc2c(cc1[N+](=O)[O-])-c1ccccc1C2=NO
-8,0,-5,COc1ccc(Cl)cc1C=CC=Nc1ccccc1O
28,-7,3,Cc1ccc(NS(=O)(=O)c2ccccc2)c([N+](=O)[O-])c1
-8,-2,-2,CC(=NNC(=O)c1ccncc1)c1ccc(O)cc1O
12,-7,-3,COc1cc(CN(C(C)=O)c2ccccc2C(=O)O)ccc1[N+](=O)[O-]
-3,-5,-18,CCN(CC(=O)Nc1ccccc1C(F)(F)F)C(=O)c1ccc(-n2nc(C)c(CCC(=O)OC)c2C)cc1
-1,-6,-2,COC(=O)c1cnc(N)s1
-14,-5,5,O=C(CCS(=O)(=O)c1ccc(Cl)cc1)Nc1cccc(S(=O)(=O)N2CCCCCC2)c1
1,-3,0,Cc1ccc(NC(=O)COc2ccc(Cl)cc2Cl)cc1S(=O)(=O)N1CCOCC1
-27,-6,-6,C#CCN(C[C@@H](CC(C)C)NC(=O)OC(C)(C)C)S(=O)(=O)c1ccc(Br)cc1F
15,-7,0,CN(C(=O)c1cccc(NC(=O)Cc2cccc(NC(=O)C3CCCN(C(=O)C4CCCCC4)C3)c2)c1)C1CCC1 (configuration not stated)
-10,-3,5,Cc1cccc(NC(=O)CNC(=O)CN2C(=O)NC3(CCc4ccccc43)C2=O)c1C (configuration not stated)
4,-3,6,O=C(O)c1cccc2c1Cc1cc(Cl)ccc1-2

# Complete entries from above.
# Listed for Cc1ccc(S(=O)(=O)Nc2cc(C)cc(CCNC=O)c2C)cc1 = CRFR2-BP antag: -33; GalR3 antag: -7; IDE cell activ: 5
# Listed for O=C(COC(=O)c1ccc(Cl)c(S(=O)(=O)N2CCCCC2)c1)NCCc1ccccc1 = CRFR2-BP antag: -11; GalR3 antag: -4; IDE cell activ: 2
# Listed for CCCn1cnc2c(SCc3ccccc3)nc(N)nc21 = CRFR2-BP antag: 7; GalR3 antag: 5; IDE cell activ: 1

# A draw from above in order of count of non-hydrogen atoms, falling:
CRFR2-BP antag,GalR3 antag,IDE cell activ,SMILES
-3,-5,-18,CCN(CC(=O)Nc1ccccc1C(F)(F)F)C(=O)c1ccc(-n2nc(C)c(CCC(=O)OC)c2C)cc1
-4,-6,4,Cc1cc(C)c(C)c(S(=O)(=O)N2CCC(C(=O)N(C)Cc3nc4ccccc4c(=O)[nH]3)CC2)c1C
9,-6,-1,N#CC1(Nc2ccc([N+](=O)[O-])cc2)CCCC1

# (further entries)
CRFR2-BP antag,GalR3 antag,IDE cell activ,SMILES
16,-2,8,CC1(C)Nc2cccc3cccc(c23)N1
9,-2,-16,C=C(NC(=O)C(=C)NC(=O)c1csc(C2=NC3c4csc(n4)C4NC(=O)c5csc(n5)C(C(C)(O)C(C)O)NC(=O)C5CSC(=N5)/C(=C/C)NC(=O)C(C(C)O)NC(=O)c5csc(n5)C3(CC2)NC(=O)C(C)NC(=O)C(=C)NC(=O)C(=C)NC(=O)C(C(C)C)NC2C=Cc3c(C(C)O)cc(nc3C2O)C(=O)OC4C)n1)C(N)=O (configuration not stated)
6,-5,8,COCCCNC(=O)C[C@H]1C[C@H](C(=O)N2CCOCC2)[C@@]2(C)c3[nH]c4cc(-c5ccco5)ccc4c3CCN2C1=O
-7,-4,2,CCOC(=O)C1=C(COC(=O)c2ccccc2OC)NC(=O)NC1C (configuration not stated)
0,-6,2,C=CCn1ccc(=O)nc1SC
4,1,10,Clc1ccc(C=NNc2ccccn2)c(Cl)c1
-7,3,0,O=[N+]([O-])c1cccc(COc2ccccc2CN2CCCCC2)c1
-11,2,-1,Cc1ccc(S(=O)(=O)NC2(C(=O)O)CCCC2)cc1
-11,-3,-7,COc1ccc(N2N=NN(C(C)C)C2=C(Cl)c2nnnn2-c2ccc(OC)cc2)cc1
9,1,2,O=C(Cc1ccccc1)N(c1ccccc1)c1ccccc1
1,0,1,CC(C)(C)OC(=O)N1CCN(Cc2ccc(F)c(B(O)O)c2)CC1
2,-3,1,CCC1(C)NC(=O)N(CC(=O)c2cc(C)n(C3CC3)c2C)C1=O (configuration not stated)
-6,-1,4,CCCCN1CCC(CN2C(=S)NC[C@@H]2CC(C)C)CC1
-13,-6,2,C[C@]12CC[C@H](O)CC1=CCC1C2CC[C@@]2(C)C1CC[C@@H]2NC(=O)[C@@H](N)CO (some centres not stated)
-4,-5,4,Cc1ccc2nc(-c3ccc(NC(=S)NCC(C)(C)CN(C)C)cc3)sc2c1
6,2,4,CCN(C(=O)COC(=O)c1c(NC(C)=O)sc(C)c1C)c1c(N)n(Cc2ccccc2)c(=O)[nH]c1=O
1,-1,1,O=c1[nH]c2c(c(=O)[nH]1)CCCCCC2
24,-3,-3,Cc1ccc(-c2nnc(NC(=O)CCS(=O)(=O)c3ccccc3)o2)c(C)c1
7,-7,8,CCN(CC)C(=O)[C@H]1C[C@H](CC(=O)NCc2ccco2)C(=O)N2CCc3c([nH]c4cc(CCC(=O)N(C)C)ccc34)[C@]12C
18,0,2,Cn1c(CCC(N)=O)nnc1SCC(=O)Nc1cc(S(=O)(=O)N2CCCC2)ccc1Cl

# Next structures follow.
CRFR2-BP antag,GalR3 antag,IDE cell activ,SMILES
-6,-2,2,CNC(=O)C1CC(=O)N(c2ccc(OCC(=O)Nc3ccccc3C)cc2)C1 (configuration not stated)
0,3,-2,CC(CSc1n[nH]c(=S)s1)c1ccccc1 (configuration not stated)
-31,-6,7,CCCCCN(C(=O)CCC(=O)OC(C)C(=O)c1ccc(CC)cc1)c1c(N)n(CCCC)c(=O)[nH]c1=O (configuration not stated)
-5,-1,7,CCc1ccc(C(=O)C(C)OC(=O)CN2C(=O)NC3(CCCC3)C2=O)cc1 (configuration not stated)
-18,5,2,C=CCONC(=O)Cc1ccccc1
0,-6,2,COc1ccc(NC(=O)c2ccc(NC(=O)C3COc4ccccc4O3)cc2)c(OC)c1 (configuration not stated)
8,-4,4,C=C(CCO)C1=CCN(S(=O)C(C)(C)C)[C@H]1CCO (some centres not stated)
24,-2,2,CC(=O)Nc1cc2c(cc1Cl)Cc1cc(Cl)ccc1-2
-18,-3,2,O=C1[C@H](Cc2ccccc2)NCCCC[C@@H](c2ccc(Cl)cc2)N1Cc1ccc(Cl)cc1
4,-4,-3,COc1ccc(C)cc1NC(=O)C(c1ccccc1)N1CCN(CC(=O)N2CCOCC2)CC1 (configuration not stated)
-5,-6,2,CN1CCN(CCCNc2nc3ccccc3c3nc(-c4ccccc4)nn23)CC1
0,-3,-3,COc1ccc(C(=O)OCC(=O)NC2CCCCCC2)c(OC)c1
-3,-6,1,CC(C)(C)NC(=O)C(c1ccc(-c2ccccc2)cc1)N(C[C@H]1CC[C@@H]([C@@H]2CC[C@H](CO)O2)O1)C(=O)c1cccc(Cl)c1 (some centres not stated)
13,-4,1,Cc1onc(-c2c(F)cccc2Cl)c1C(=O)Nc1cc(S(=O)(=O)N2CCCCC2)ccc1O
14,-5,3,O=C(CSc1nc2c(oc3ccccc32)c(=O)n1CC1CCCO1)NCc1ccc(F)cc1 (configuration not stated)
11,0,0,CC(OC(=O)C1CCN(S(=O)(=O)c2ccc(C(C)(C)C)cc2)CC1)C(=O)N(C)C1CCCCC1 (configuration not stated)
-4,-4,4,Cc1nc(CN2CCCCC2)c(O)c(=O)[nH]1
-1,-6,2,COc1ccc2[nH]c3c(c2c1)CCN1C(=O)C(CC(=O)NCC24CC5CC(CC(C5)C2)C4)C[C@H](C(=O)N2CCOCC2)[C@@]31C (some centres not stated)
8,4,5,CNC(=S)N1C2CCCC1CC(NC(=O)c1ccc(C)cc1)C2 (configuration not stated)
29,-5,1,Cc1cc(C2C(=O)NC(=O)C2=O)c(C)cc1Br (configuration not stated)

# Following part.
CRFR2-BP antag,GalR3 antag,IDE cell activ,SMILES
2,-4,3,CCCC(=O)Nc1ccc(C(=O)COC(=O)C2=COCCO2)cc1
-1,-6,-26,S=C(NN=C(c1ccccc1)c1ccccn1)N(Cc1ccccn1)Cc1ccccn1
26,-8,5,CC(=O)Nc1cc2c(cc1[N+](=O)[O-])-c1ccc(F)cc1C2
-5,-2,2,CN(C)C(=O)CCc1ccc2c3c([nH]c2c1)[C@]1(C)[C@@H](C(=O)N2CCOCC2)C[C@H](CC(=O)NCCc2ccccn2)C(=O)N1CC3
2,-1,-1,COc1ccc(C2CC(c3cccc(Br)c3)=NN2c2ccc(S(N)(=O)=O)cc2)cc1 (configuration not stated)
14,-6,1,COc1ccccc1C1CC(=O)Oc2ccc(C(C)(C)C)cc21 (configuration not stated)
4,-6,1,CCOC(=O)Cn1cnc(C)c1
10,0,7,CCN(C(=O)COC(=O)CCOc1ccc(C(C)(C)C)cc1)c1c(N)n(Cc2ccccc2)c(=O)[nH]c1=O
4,-7,-1,Cc1c(Cl)cccc1NC(=S)C(=C([O-])c1ccc(Cl)s1)[n+]1ccccc1
-54,-5,2,C[n+]1c(-c2ccccc2)cc2c(=Cc3ccccc3)c3ccccc3n21
-11,-1,3,CC1CCCC(C)N1CCOc1cc(N)ccc1C#N (configuration not stated)
4,-4,3,Cc1ccc(C(=O)OCC(=O)Nc2ccc(N3CCOCC3)cc2)cc1
-13,-4,0,CCN(C(=O)COC(=O)c1ccc2[nH]c(C)c(C)c2c1)c1c(N)n(Cc2ccccc2)c(=O)[nH]c1=O
2,-8,4,O=C(c1ccc2c(c1)C(=O)N(Cc1ccncc1)C2=O)N1CCN(S(=O)(=O)c2ccc(OC(F)(F)F)cc2)CC1
7,-4,1,CC(C)(C)N(Cc1ccccc1)C(=O)COC(=O)C1CC(=O)N(Cc2ccccc2)C1 (configuration not stated)
2,-3,3,CN(C(=O)CSc1nnc(Cc2cccs2)n1C1CC1)C1CCS(=O)(=O)C1 (configuration not stated)
1,-2,6,CN(C(=O)c1cccc(NC(=O)Cc2ccc(NC(=O)C3CCCN(C(=O)C4CCCCC4)C3)cc2)c1)C1CCCCC1 (configuration not stated)
-3,-3,6,CCN(CC)c1ccc(C=NN2CCCCCC2)cc1
-8,-4,0,CC1CC2C3CCC4=CC(=O)CCC4(C)C3CCC2(C)C1(O)C(=O)CO (configuration not stated)

# These rows are one share of the data; the hit share may differ from the screen's.
